ERAP1 HTS inh = human ERAP1 aminopeptidase inhibitors, primary screen, biochemical, single point, plate reader | Endoplasmic reticulum aminopeptidase 1 (Homo sapiens), Q9NZ08 | recombinant ERAP1, Leu-AMC fluorescence, 60 min | inhibition, % at 10.7 µM | 0.15% of 340,000 active | AID 652197, 2013;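 active = mean replicate inhibition of at least 30%, or all replicates individually reaching that 30% level; inactive = mean below 30% and not every replicate reaching it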;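 note: 0% = neutral control wells and 100% = L-leucinethiol positive control wells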
Casp6 inh = human caspase-6 inhibitors, primary screen, biochemical, VEID-R110 fluorescence, single point, set 2; P55212; purified caspase-6, Z-VEID-R110 cleavage fluorescence; inhibition, % at 12.5 µM; 0.53% of 350,000 active; AID 686996, 2013;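 active = mean inhibition across replicates at least about 35%, with every replicate also reaching that limit, limit read from the data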;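 note: 0% = median of neutral control wells and 100% = no fluorescence left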
Target sequence (P55212 24-179 limits assumed): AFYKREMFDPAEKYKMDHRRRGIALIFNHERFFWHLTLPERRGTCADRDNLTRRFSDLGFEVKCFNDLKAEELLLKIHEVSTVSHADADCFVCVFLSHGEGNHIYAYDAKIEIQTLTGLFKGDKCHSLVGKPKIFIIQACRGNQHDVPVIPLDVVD
Target sequence (P55212 194-293 limits assumed): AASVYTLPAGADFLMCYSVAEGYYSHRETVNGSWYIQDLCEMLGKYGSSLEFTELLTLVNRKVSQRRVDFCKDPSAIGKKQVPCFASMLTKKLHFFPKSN
miR-122 sensor = miR-122 Renilla sensor signal increase in Huh7, primary screen, miR-122 inhibitor project, cell-based, single point, plate reader. Huh7 miR-122 Renilla luciferase sensor, 48 h; neutral wells = 0, positive control = 100. activation (reporter increase), % at 12.5 µM. 0.3% of 340,000 active. AID 602342, 2012;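 active = mean replicate activation score at least 90 and every replicate individually at or above 90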;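 note: higher luciferase means less miR-122 activity so hits act as miR-122 inhibitors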
F508del corr = F508del CFTR correction, initial screen, CFBE line, single point; CFBE cells, YFP halide quenching; stimulated with forskolin plus potentiator P3; % fluorescence drop versus neutral controls; activity (quench increase), % at 7.58 µM; 0.36% of 350,000 active; AID 720511, 2013;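 active = mean added fluorescence quench of at least 8% versus neutral control, with both replicates also reaching 8%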;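 note: cells transiently co-express mutant CFTR-F508del with the halide-sensitive YFP; corrector assay measuring rescue of mutant channel to the surface after 24 h compound exposure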
SIRT5 inh = SIRT5 desuccinylase inhibitors, primary screen, biochemical, fluorescence imaging, single point, set 5. Purified SirT5, succinyl-peptide AMC, trypsin-coupled fluorescence. inhibition, % at 15 µM. 1.1% of 330,000 active. NAD-dependent protein deacylase sirtuin-5, mitochondrial (Homo sapiens), Q9NXA8; in the data active = inhibition above about 15%
Target sequence (Q9NXA8 whole entry, looked up): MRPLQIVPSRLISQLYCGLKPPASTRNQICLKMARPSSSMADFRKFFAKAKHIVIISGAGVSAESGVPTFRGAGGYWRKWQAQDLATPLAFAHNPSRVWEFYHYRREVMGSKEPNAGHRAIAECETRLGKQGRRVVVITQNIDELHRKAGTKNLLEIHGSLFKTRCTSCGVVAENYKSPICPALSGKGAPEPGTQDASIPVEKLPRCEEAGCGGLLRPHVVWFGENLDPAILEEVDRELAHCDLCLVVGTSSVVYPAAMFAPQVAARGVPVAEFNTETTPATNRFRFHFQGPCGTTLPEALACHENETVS
ERp5 block = inhibitors of ERp5-driven insulin aggregation, primary screen, biochemical, turbidity, absorbance 650 nm, single point; 0.05% of 350,000 active; 90 min; Protein disulfide-isomerase A6 (Homo sapiens), Q15084; AID 651711, 2012; inhibition, % at 9.99 µM;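 active = mean replicate inhibition above about 25%, with every replicate also reaching it, limit read from the data, passing the limit was not always enough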
Target sequence (Q15084 whole entry, looked up): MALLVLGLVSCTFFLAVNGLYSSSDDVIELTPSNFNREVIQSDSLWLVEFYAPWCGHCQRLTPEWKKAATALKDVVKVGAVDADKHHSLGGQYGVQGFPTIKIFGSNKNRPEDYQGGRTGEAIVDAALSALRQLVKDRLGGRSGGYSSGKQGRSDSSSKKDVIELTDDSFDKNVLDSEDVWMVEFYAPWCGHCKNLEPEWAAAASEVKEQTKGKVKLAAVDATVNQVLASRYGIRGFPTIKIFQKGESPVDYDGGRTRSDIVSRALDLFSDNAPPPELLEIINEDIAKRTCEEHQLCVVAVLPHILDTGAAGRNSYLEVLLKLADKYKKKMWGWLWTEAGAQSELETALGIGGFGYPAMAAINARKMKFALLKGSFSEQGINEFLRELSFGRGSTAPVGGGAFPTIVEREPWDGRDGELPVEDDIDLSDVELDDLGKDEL
DENV2 CPE = inhibitors of DENV2 cytopathic effect, primary screen, cell-based, plate reader, single concentration; 1.7% of 350,000 active; DENV2-infected cells, cytopathic effect rescue; CPE inhibition, % at 9.99 µM; in the data active = CPE inhibition above about 20%, passing the limit was not always enough; tested in BHK-21 cells;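 note: 0% = median of neutral control wells and 100% = median of positive control wells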
* marks the source's active call; other numbers are inactive results; & = joins results of further samples; [ ] = remark or other dose. Hits appear at their usual frequency. About 4% of those tested had a hit in this group.

Results for Cc1ccc(Cl)cc1NC(=O)CSc1nncn1-c1ccccn1 ?
ERAP1 HTS inh: 1.9; Casp6 inh: -2.3; miR-122 sensor: -2.7; F508del corr: 0.8; SIRT5 inh: -3.2; ERp5 block: -3.1; DENV2 CPE: 2.8

What do the screens show for `Cc1cc(NC(=O)CCC(=O)N(CC(=O)NC2CCCC2)c2ccc(Cl)c(Cl)c2)no1`?
ERAP1 HTS inh: -2.5; Casp6 inh: -1.5; F508del corr: -1.0; SIRT5 inh: -1.9; ERp5 block: -1.1; DENV2 CPE: 5.0

What do the screens show for `C[C@H]1CN([C@@H](C)CO)S(=O)(=O)c2ccc(-c3ccncc3)cc2O[C@H]1CN(C)C(=O)CC1CC1`?
ERAP1 HTS inh: 0.9; Casp6 inh: 3.4; miR-122 sensor: -0.9[16.7 µM]; F508del corr: 1.0; SIRT5 inh: -0.5; ERp5 block: 1.0; DENV2 CPE: 8.5

How did COc1ccc(N2CCN(S(=O)(=O)c3ccc4c(c3)CC(C)N4C(=O)C3CC3)CC2)cc1 (stereo not given) do in these assays?
ERAP1 HTS inh: 2.5; Casp6 inh: -3.0; miR-122 sensor: -6.8; F508del corr: -0.1; SIRT5 inh: -3.5; ERp5 block: -1.4; DENV2 CPE: -5.3

What do the screens show for `O=C1NC2(O)C(=O)c3ccccc3C2(O)N1` (stereo not given)?
ERAP1 HTS inh: -0.8; Casp6 inh: -0.5; F508del corr: 1.5; SIRT5 inh: -4.2; ERp5 block: 0.2; DENV2 CPE: 5.6

Results for C[C@@H]1CCCCO[C@@H](CN(C)S(=O)(=O)c2cn(C)cn2)[C@@H](C)CN([C@@H](C)CO)C(=O)c2cc(NC(=O)CCC(F)(F)F)ccc2O1 ?
ERAP1 HTS inh: -1.6; Casp6 inh: -4.3; miR-122 sensor: 8.0[16.7 µM]; F508del corr: -2.6; SIRT5 inh: -1.2; ERp5 block: 1.6; DENV2 CPE: -1.4

What do the screens show for `COc1ccc(-c2[nH]ncc2CN2CCN(C(=O)c3ccco3)CC2)cc1F`?
ERAP1 HTS inh: -2.6; Casp6 inh: -2.4; miR-122 sensor: -12.0; F508del corr: 1.1; SIRT5 inh: 4.0; ERp5 block: 1.0; DENV2 CPE: -0.5

What do the screens show for `Cc1cc(C)nc(SCc2ccc([N+](=O)[O-])cc2)n1`?
ERAP1 HTS inh: 4.0; Casp6 inh: -1.1; F508del corr: 1.1; SIRT5 inh: -5.6; ERp5 block: 8.3; DENV2 CPE: -6.8

How did O=C1CSC(c2ccccc2O)N1Cc1ccccc1 (stereo not given) do in these assays?
ERAP1 HTS inh: 3.1; Casp6 inh: 1.1; miR-122 sensor: -0.6; F508del corr: -0.5; SIRT5 inh: -1.8; ERp5 block: -3.0; DENV2 CPE: 18.3

Results for Cc1noc(C)c1S(=O)(=O)N(C)C[C@H]1Oc2ccc(NS(=O)(=O)c3ccc(F)cc3)cc2CC(=O)N([C@H](C)CO)C[C@H]1C ?
ERAP1 HTS inh: -9.8; Casp6 inh: -2.8; miR-122 sensor: -2.1[16.7 µM]; F508del corr: -1.8; SIRT5 inh: -4.9; ERp5 block: 6.8; DENV2 CPE: -1.5

What do the screens show for `O=C(COC(=O)c1ccc(Cl)nc1)NC(=O)c1ccc(OC(F)F)cc1`?
ERAP1 HTS inh: -7.8; Casp6 inh: 0.9; miR-122 sensor: 9.9; F508del corr: -3.6; SIRT5 inh: -1.4; ERp5 block: 0.2; DENV2 CPE: -6.6

How did CC(Sc1nnc(COc2ccccc2)n1Cc1ccccc1)C(=O)O (stereo not given) do in these assays?
ERAP1 HTS inh: 1.5; Casp6 inh: -1.0; F508del corr: 0.5; SIRT5 inh: -2.2; ERp5 block: -0.5; DENV2 CPE: 12.2

How did CC(=O)C1C(c2ccc3ncccc3c2)NC(=O)NC1(O)C(F)(F)F (stereo not given) do in these assays?
ERAP1 HTS inh: 0.7; Casp6 inh: -2.4; miR-122 sensor: -5.4; F508del corr: -1.8; SIRT5 inh: 0.0; ERp5 block: 3.5; DENV2 CPE: -16.3

What do the screens show for `COc1ccc(-c2cc(C(=O)Nc3ccc(OC)c(OC)c3)no2)cc1`?
ERAP1 HTS inh: -2.4; Casp6 inh: -3.1; miR-122 sensor: -0.4; F508del corr: 2.7; SIRT5 inh: -5.3; ERp5 block: 1.2; DENV2 CPE: -1.9

How did CN1CCN(c2ccc(NC(=O)c3cc(S(N)(=O)=O)ccc3N3CCOCC3)cc2)CC1 do in these assays?
ERAP1 HTS inh: 1.1; Casp6 inh: -101.1; F508del corr: 3.0; SIRT5 inh: 3.5; ERp5 block: -14.2; DENV2 CPE: -10.3

Four entries from above, arranged by SMILES length, smallest number first.
Results for Cc1ccc(Cl)cc1NC(=O)CSc1nncn1-c1ccccn1 ?
ERAP1 HTS inh: 1.9; Casp6 inh: -2.3; miR-122 sensor: -2.7; F508del corr: 0.8; SIRT5 inh: -3.2; ERp5 block: -3.1; DENV2 CPE: 2.8

What do the screens show for `COc1ccc(-c2[nH]ncc2CN2CCN(C(=O)c3ccco3)CC2)cc1F`?
ERAP1 HTS inh: -2.6; Casp6 inh: -2.4; miR-122 sensor: -12.0; F508del corr: 1.1; SIRT5 inh: 4.0; ERp5 block: 1.0; DENV2 CPE: -0.5

How did COc1ccc(N2CCN(S(=O)(=O)c3ccc4c(c3)CC(C)N4C(=O)C3CC3)CC2)cc1 (stereo not given) do in these assays?
ERAP1 HTS inh: 2.5; Casp6 inh: -3.0; miR-122 sensor: -6.8; F508del corr: -0.1; SIRT5 inh: -3.5; ERp5 block: -1.4; DENV2 CPE: -5.3

What do the screens show for `C[C@H]1CN([C@@H](C)CO)S(=O)(=O)c2ccc(-c3ccncc3)cc2O[C@H]1CN(C)C(=O)CC1CC1`?
ERAP1 HTS inh: 0.9; Casp6 inh: 3.4; miR-122 sensor: -0.9[16.7 µM]; F508del corr: 1.0; SIRT5 inh: -0.5; ERp5 block: 1.0; DENV2 CPE: 8.5

(next part)
What do the screens show for `Cc1cc(C)cc(OCC(=O)N/N=C/c2ccco2)c1`?
ERAP1 HTS inh: -2.3; Casp6 inh: -2.1; miR-122 sensor: 7.1; F508del corr: -0.7; SIRT5 inh: 0.8; ERp5 block: 0.2; DENV2 CPE: 2.0

How did CC(C)NC(=O)Nc1ccc2c(c1)C(=O)N([C@@H](C)CO)C[C@@H](C)[C@@H](CN(C)S(=O)(=O)c1ccccc1)O2 do in these assays?
ERAP1 HTS inh: -0.4; Casp6 inh: 0.5; miR-122 sensor: 10.2[16.7 µM]; F508del corr: -1.6; SIRT5 inh: -1.9; ERp5 block: -1.2; DENV2 CPE: -0.8

Results for O=C(NC(=S)Nc1cccc(NC(=O)c2ccccc2Cl)c1)c1cccs1 ?
ERAP1 HTS inh: 3.1; Casp6 inh: -8.7; miR-122 sensor: 0.8; F508del corr: 0.0; SIRT5 inh: -2.4; ERp5 block: 9.4; DENV2 CPE: -9.3

What do the screens show for `O=C(O)CSc1nc(-c2ccccc2)nc2c1CCCC2`?
ERAP1 HTS inh: -2.3; Casp6 inh: 0.6; miR-122 sensor: -2.5; F508del corr: -1.3; SIRT5 inh: -1.4; ERp5 block: 4.1; DENV2 CPE: 4.7

What do the screens show for `C[C@@H]1CCCCO[C@@H](CN(C)S(=O)(=O)c2ccc(Cl)cc2)[C@H](C)CN([C@H](C)CO)C(=O)c2cc(NS(=O)(=O)c3ccc(F)cc3)ccc2O1`?
ERAP1 HTS inh: 2.2; Casp6 inh: -1.0; miR-122 sensor: -24.3[16.7 µM]; F508del corr: -0.4; SIRT5 inh: -1.0; ERp5 block: -1.0; DENV2 CPE: -7.9

What do the screens show for `Cc1noc(C)c1NC(=O)N(C)C[C@H]1OCCCC[C@H](C)Oc2ccc(NC(=O)NC(C)C)cc2C(=O)N([C@H](C)CO)C[C@@H]1C`?
ERAP1 HTS inh: 1.3; Casp6 inh: 4.1; miR-122 sensor: 6.4[16.7 µM]; F508del corr: -3.0; SIRT5 inh: 5.3; ERp5 block: -4.2; DENV2 CPE: 102.0*

Results for CCO[C@@H]1OC(C(=O)Nc2ccccc2)=C[C@H](c2coc3ccccc3c2=O)[C@H]1CCCO ?
ERAP1 HTS inh: -3.3&2.6; Casp6 inh: 1.6&1.3; miR-122 sensor: 0.9; F508del corr: -10.0&2.2; SIRT5 inh: 3.1&2.4; ERp5 block: -1.4&-2.5; DENV2 CPE: -5.0&-1.2

Results for CC(=O)N1CCc2cc(S(=O)(=O)NC(CC(C)C)C(=O)N3CCCC3)ccc21 (stereo not given) ?
ERAP1 HTS inh: -5.4; Casp6 inh: -3.9; miR-122 sensor: -0.4; F508del corr: 0.6; SIRT5 inh: 5.3; ERp5 block: 2.9; DENV2 CPE: -0.9

How did COc1ccc(/C=N\NC(=O)c2ccc([N+](=O)[O-])c(C)c2)cc1COc1ccccc1C(N)=O do in these assays?
ERAP1 HTS inh: 2.5; Casp6 inh: -0.9; miR-122 sensor: -4.9; F508del corr: -0.1; SIRT5 inh: -4.3; ERp5 block: 3.9; DENV2 CPE: -4.5

How did CN(C)S(=O)(=O)c1cccc(NC(=S)Nc2ccc3cn[nH]c3c2)c1 do in these assays?
ERAP1 HTS inh: -2.8; Casp6 inh: 2.4; F508del corr: 2.3; SIRT5 inh: 5.8; ERp5 block: -1.6; DENV2 CPE: -2.9

What do the screens show for `C[C@@H]1CN([C@H](C)CO)S(=O)(=O)c2ccc(C#Cc3ccccc3F)cc2O[C@@H]1CN(C)C`?
ERAP1 HTS inh: 3.0; Casp6 inh: -0.8; miR-122 sensor: 0.2[16.7 µM]; F508del corr: -2.8; SIRT5 inh: 0.4; ERp5 block: 4.4; DENV2 CPE: -3.8

What do the screens show for `Cn1cc(C(=O)NCC(=O)Nc2ccccc2Br)cn1`?
ERAP1 HTS inh: -2.3; Casp6 inh: 1.7; miR-122 sensor: -4.9; F508del corr: 0.1; SIRT5 inh: 1.8; ERp5 block: -2.5; DENV2 CPE: 2.2

Results for COc1ccc(NC(=O)C(NC(=O)c2ccc(=O)[nH]c2)c2ccc(C)cc2)cc1 (stereo not given) ?
ERAP1 HTS inh: 1.3; Casp6 inh: 2.0; miR-122 sensor: 4.2; SIRT5 inh: 5.8; ERp5 block: 5.9; DENV2 CPE: -4.9

How did COc1ccc2c3c([nH]c2c1)[C@H](CO)N(C(=O)C1CCC1)CC31CN(C)C1 do in these assays?
ERAP1 HTS inh: 1.7; Casp6 inh: -1.4; F508del corr: 2.7; SIRT5 inh: 10.0; ERp5 block: 18.3; DENV2 CPE: 0.3

How did Cc1ccc(Nc2nc(N/N=C\c3ccc4c(c3)OCO4)nc(N3CCOCC3)n2)cc1 do in these assays?
ERAP1 HTS inh: -1.2; Casp6 inh: -1.1; F508del corr: -5.4; SIRT5 inh: -1.6; ERp5 block: 1.4; DENV2 CPE: -2.5

Results for O=S(=O)(N/N=C/c1ccccc1F)c1ccccc1 ?
ERAP1 HTS inh: 2.5; Casp6 inh: 0.3; F508del corr: -2.2; SIRT5 inh: 0.5; ERp5 block: -1.8

Results for CO[C@H]1CN(C)C(=O)c2cc(NS(=O)(=O)c3ccccc3)ccc2OC[C@H](C)N(Cc2cccnc2)C[C@@H]1C ?
ERAP1 HTS inh: 0.2; Casp6 inh: -0.9; F508del corr: -0.4; SIRT5 inh: -5.5; ERp5 block: -1.0; DENV2 CPE: 2.0

What do the screens show for `Cc1cc(C)c(C(=O)O)c(CC(C)(C)C(=O)O)c1`?
ERAP1 HTS inh: 0.7; Casp6 inh: 1.0; miR-122 sensor: -4.5; F508del corr: 0.8; SIRT5 inh: -2.4; ERp5 block: 1.8; DENV2 CPE: 2.9

How did Cc1noc(C)c1S(=O)(=O)N(C)C[C@@H]1OCc2cnnn2CCCC(=O)N([C@@H](C)CO)C[C@H]1C do in these assays?
ERAP1 HTS inh: -0.3&-0.9; Casp6 inh: 5.5&0.5; miR-122 sensor: -5.9; F508del corr: -2.0&-1.8; SIRT5 inh: -1.0&-3.6; ERp5 block: -7.6&-2.7; DENV2 CPE: -1.6&-8.2
